Fam108B inh = mouse Fam108B serine hydrolase inhibitors, primary screen, counter-screen for RBBP9 inhibitor project, biochemical, fluorescence polarization; AID 1947, 2009; inhibition, % at 9.51 µM; hit rate 0.33% among 300,000; recombinant Fam108B, FP-Rh probe fluorescence polarization;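 active means inhibition above the screen mean inhibition plus 3 SD, computed separately per campaign, cut at about 18% in these data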;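 further: inhibitors lower polarization as less probe binds the enzyme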
GSTO1 counter = inhibitors of recombinant GSTO1, primary screen, counter-screen for RBBP9 inhibitor project, biochemical, fluorescence polarization; hit rate 1.1% among 300,000; inhibition, % at 5.96 µM; Glutathione S-transferase omega-1 (Homo sapiens), P78417; activity-based probe fluorescence polarization;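 active means inhibition above the campaign mean inhibition plus 3 SD, cut at about 35% in these data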;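 further: 0% = GSTO1-1 with DMSO and 100% = wells lacking GSTO1-1 enzyme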
Target sequence (P78417 whole entry, looked up): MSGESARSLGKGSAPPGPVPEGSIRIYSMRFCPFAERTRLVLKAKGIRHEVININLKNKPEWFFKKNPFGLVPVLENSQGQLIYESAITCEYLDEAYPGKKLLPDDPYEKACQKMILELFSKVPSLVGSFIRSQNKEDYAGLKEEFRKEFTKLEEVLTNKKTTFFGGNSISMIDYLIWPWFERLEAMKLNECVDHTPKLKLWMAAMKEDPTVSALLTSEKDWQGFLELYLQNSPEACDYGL
LYPLA1 counter = LYPLA1 inhibitors, primary screen, counter-screen for PME1 inhibitor project, biochemical, fluorescence polarization, FP-Rh probe ABPP; hit rate 0.16% among 320,000; recombinant LYPLA1; inhibition, % at 5.9 µM; AID 2174, 2009;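 active means inhibition above the mean of all tested compounds plus 3 SD, set per campaign, cut at about 14% in these data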;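 further: inhibitors block serine hydrolase probe labeling of LYPLA1 so polarization falls; 0% = enzyme with DMSO and 100% = wells lacking LYPLA1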
PME-1 inh = PME-1 inhibitors via competitive probe labeling, primary screen, biochemical, fluorescence polarization, FP-Rh probe, HTS | recombinant PME-1 | inhibition, % at 5.9 µM | hit rate 0.53% among 320,000 | AID 2130, 2009;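 active means inhibition above the campaign mean of all compounds plus 3 SD, cut at about 26% in these data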;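 further: competitive labeling of PME-1 active site by serine hydrolase directed probe; 0% = PME-1 with DMSO and 100% = wells lacking PME-1 enzyme; inhibitors block probe labeling so polarization falls and inhibition rises; many of its hits are not listed in these tables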
PAFAH1B3 inh = PAFAH1B3 enzyme inhibitors, primary screen, biochemical, fluorescence polarization, human; hit rate 0.28% among 340,000; AID 492972, 2010; inhibition, % at 3.39 µM; Platelet-activating factor acetylhydrolase IB subunit alpha1 (Homo sapiens), Q15102; recombinant PAFAH1B3, FP-rhodamine probe;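 active means inhibition above the screen-wide average of all tested compounds plus 3 SD, cut at about 25% in these data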;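 further: 0% = enzyme with DMSO only and 100% = wells lacking PAFAH1B3 protein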
pPAFAH inh = pPAFAH enzyme inhibitors, primary screen, biochemical, fluorescence polarization, human; recombinant pPAFAH, FP-rhodamine probe fluorescence polarization; inhibition, % at 3.39 µM; hit rate 1.5% among 330,000;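 active means inhibition above the mean inhibition across the screen plus 3 SD, cut at about 25% in these data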;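 further: inhibitors block binding of the rhodamine activity-based probe so polarization drops; 0% = enzyme with DMSO and 100% = wells lacking pPAFAH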
PAFAH1B2 inh = PAFAH1B2 enzyme inhibitors, primary screen, biochemical, fluorescence polarization, human; Platelet-activating factor acetylhydrolase IB subunit alpha2 (Homo sapiens), P68402; recombinant PAFAH1B2, FP-rhodamine activity probe; inhibition, % at 3.39 µM; hit rate 1.2% among 340,000; AID 492953, 2010;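 active means inhibition above the mean of all tested compounds plus 3 SD, cut at about 24% in these data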;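 further: 0% = enzyme with DMSO and 100% = wells lacking PAFAH1B2; many of its hits are not listed in these tables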
PAFAH2 inh = PAFAH2 enzyme inhibitors, primary screen, biochemical, fluorescence polarization, human | Platelet-activating factor acetylhydrolase 2, cytoplasmic (Homo sapiens), Q99487 | recombinant PAFAH2, FP-rhodamine activity probe | inhibition, % at 3.39 µM | hit rate 0.99% among 340,000 | AID 492956, 2010;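 active means inhibition above the mean over all tested compounds plus 3 SD, cut at about 30% in these data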;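 further: inhibitors block probe labeling of enzyme so polarization drops; 0% = enzyme with DMSO and 100% = wells lacking PAFAH2 protein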
PAD4 FP inh = human PAD4 inhibitors, primary screen, biochemical, fluorescence polarization, 1536-well format. Protein-arginine deiminase type-4 (Homo sapiens), Q9UM07. recombinant PAD4, RCA probe fluorescence polarization. inhibition, % at 6.36 µM. hit rate 0.41% among 330,000. AID 485272, 2010;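 active means percent inhibition above a cutoff equal to the mean of all tested compounds plus 3 SD, cut at about 15% in these data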;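 further: 0% = PAD4 with RCA probe and DMSO and 100% = probe without PAD4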
Target sequence (Q9UM07 whole entry, looked up): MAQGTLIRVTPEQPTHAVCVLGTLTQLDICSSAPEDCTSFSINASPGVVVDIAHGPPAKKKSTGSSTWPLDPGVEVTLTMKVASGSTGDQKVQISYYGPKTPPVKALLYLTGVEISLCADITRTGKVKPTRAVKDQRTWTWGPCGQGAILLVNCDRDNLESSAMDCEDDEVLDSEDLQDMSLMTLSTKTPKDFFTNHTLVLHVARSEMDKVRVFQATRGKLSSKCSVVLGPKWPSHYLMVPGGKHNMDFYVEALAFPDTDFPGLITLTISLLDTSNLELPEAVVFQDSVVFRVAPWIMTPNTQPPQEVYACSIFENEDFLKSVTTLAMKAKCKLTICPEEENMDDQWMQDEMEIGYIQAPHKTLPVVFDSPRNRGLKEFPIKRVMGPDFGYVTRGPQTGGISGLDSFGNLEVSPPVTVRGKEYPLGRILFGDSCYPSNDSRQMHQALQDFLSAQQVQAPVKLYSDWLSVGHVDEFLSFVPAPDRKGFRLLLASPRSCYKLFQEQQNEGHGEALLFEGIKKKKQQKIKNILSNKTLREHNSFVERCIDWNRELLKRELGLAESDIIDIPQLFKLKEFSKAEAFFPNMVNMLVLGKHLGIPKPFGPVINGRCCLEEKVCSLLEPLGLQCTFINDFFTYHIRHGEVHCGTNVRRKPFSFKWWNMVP
An asterisk follows results filed as active.

What do the screens show for `O=C(CSCc1c(F)cccc1Cl)NCC1CCCO1` (centres undefined)?
Fam108B inh: 3; GSTO1 counter: -1; LYPLA1 counter: -2; PME-1 inh: 0; PAFAH1B3 inh: 4; pPAFAH inh: -2; PAFAH1B2 inh: 2; PAFAH2 inh: 3; PAD4 FP inh: -3

What do the screens show for `CCc1cc(=O)oc2cc(C)cc(OCC(=O)N3CCC(C(=O)NC(C)C)(c4ccccc4)CC3)c12`?
Fam108B inh: -1; GSTO1 counter: 3; LYPLA1 counter: 1; PME-1 inh: 3; PAFAH1B3 inh: -1; pPAFAH inh: 7; PAFAH1B2 inh: 2; PAFAH2 inh: 7; PAD4 FP inh: -3

How did O=S(=O)(Nc1ccncc1)c1ccccc1 do in these assays?
Fam108B inh: 0; GSTO1 counter: -4; LYPLA1 counter: -1; PME-1 inh: -4; PAFAH1B3 inh: -3; pPAFAH inh: 2; PAFAH1B2 inh: 1; PAFAH2 inh: -7; PAD4 FP inh: -1

How did Cc1ccc(CNC(=O)CN(Cc2cccs2)C(=O)C2(C)CC(=O)N=C3C=CC=CN32)cc1 (centres undefined) do in these assays?
Fam108B inh: 5; GSTO1 counter: 4; LYPLA1 counter: -5; PME-1 inh: -5; PAFAH1B3 inh: 1; pPAFAH inh: 1; PAFAH1B2 inh: -1; PAFAH2 inh: 7; PAD4 FP inh: -5

Results for COc1ccc(NC(=O)COc2ccccc2C)cc1S(=O)(=O)N1CCCCC1 ?
Fam108B inh: -2; GSTO1 counter: -2; LYPLA1 counter: 1; PME-1 inh: -5; PAFAH1B3 inh: -2; pPAFAH inh: 4; PAFAH1B2 inh: -4; PAFAH2 inh: 1; PAD4 FP inh: 2

How did CCc1ccc2oc(C(=O)Nc3nonc3C)c(C)c2c1 do in these assays?
Fam108B inh: 2; GSTO1 counter: -2; LYPLA1 counter: -3; PME-1 inh: -3; PAFAH1B3 inh: 1; pPAFAH inh: 4; PAFAH1B2 inh: 2; PAFAH2 inh: -2; PAD4 FP inh: -3

Results for Cc1nc(SCc2ccc(O)c([N+](=O)[O-])c2)n[nH]1 ?
Fam108B inh: -6; GSTO1 counter: 5; LYPLA1 counter: 2; PME-1 inh: 1; PAFAH1B3 inh: -2; pPAFAH inh: -3; PAFAH1B2 inh: 5; PAFAH2 inh: -4; PAD4 FP inh: -6

What do the screens show for `COC(=O)C(C)(C)ONC(=O)Nc1ccccc1[N+](=O)[O-]`?
Fam108B inh: 0; GSTO1 counter: 0; LYPLA1 counter: 0; PME-1 inh: -2; PAFAH1B3 inh: 3; pPAFAH inh: 4; PAFAH1B2 inh: 6; PAFAH2 inh: 5; PAD4 FP inh: -2

How did Cc1ccc(Cn2c(=N)n(CC(=O)c3ccc([N+](=O)[O-])cc3)c3ccccc32)cc1 do in these assays?
Fam108B inh: -2; GSTO1 counter: 2; LYPLA1 counter: 1; PME-1 inh: 7; PAFAH1B3 inh: 0; pPAFAH inh: -1; PAFAH1B2 inh: 4; PAFAH2 inh: 0; PAD4 FP inh: 2

Results for Cc1cc(C(=O)N/N=C/c2ccc(-c3cccc([N+](=O)[O-])c3)o2)n[nH]1 ?
Fam108B inh: 5; GSTO1 counter: 9; LYPLA1 counter: 4; PME-1 inh: -4; PAFAH1B3 inh: 1; pPAFAH inh: 5; PAFAH1B2 inh: -1; PAFAH2 inh: -4; PAD4 FP inh: 1

What do the screens show for `CCN1CCCC1CNC1=NCCCCC1` (centres undefined)?
Fam108B inh: 0; GSTO1 counter: 9; LYPLA1 counter: 2; PME-1 inh: -2; PAFAH1B3 inh: 5; pPAFAH inh: 1; PAFAH1B2 inh: 0; PAFAH2 inh: 7; PAD4 FP inh: -5

Results for N/C(COc1cccc(C(F)(F)F)c1)=N\NC(=O)c1cccnc1Oc1ccccc1 ?
Fam108B inh: 2; GSTO1 counter: 1; LYPLA1 counter: -3; PME-1 inh: 2; PAFAH1B3 inh: 1; pPAFAH inh: 4; PAFAH1B2 inh: 2; PAFAH2 inh: -1; PAD4 FP inh: -2

Results for O=C(NC1CCCCC1)c1ccccc1-c1ccccc1 ?
Fam108B inh: 0; GSTO1 counter: 5; LYPLA1 counter: -1; PME-1 inh: 7; PAFAH1B3 inh: -2; pPAFAH inh: -2; PAFAH1B2 inh: 5; PAFAH2 inh: -4; PAD4 FP inh: 3

How did CC12c3ccccc3C(c3ccccc31)C1C(=O)N(c3cccnc3)C(=O)C12 (centres undefined) do in these assays?
Fam108B inh: 5; GSTO1 counter: 0; LYPLA1 counter: 2; PME-1 inh: -1; PAFAH1B3 inh: 7; pPAFAH inh: 4; PAFAH1B2 inh: 3; PAFAH2 inh: -4; PAD4 FP inh: -6

Results for COc1ccccc1NS(=O)(=O)c1cc(C(=O)NCc2cccnc2)ccc1C ?
Fam108B inh: -1; GSTO1 counter: 3; LYPLA1 counter: 3; PME-1 inh: 4; PAFAH1B3 inh: 3; pPAFAH inh: -2; PAFAH1B2 inh: 0; PAFAH2 inh: 3; PAD4 FP inh: -2

How did O=C(Nc1cc([N+](=O)[O-])ccc1O)NC1CCS(=O)(=O)C1 (centres undefined) do in these assays?
LYPLA1 counter: -2; PME-1 inh: 2; PAFAH1B3 inh: 9; pPAFAH inh: -3; PAFAH1B2 inh: 3; PAFAH2 inh: 6; PAD4 FP inh: 8

How did CN(C)c1nc(SCc2ccccc2)nc(N2CCOCC2)n1 do in these assays?
Fam108B inh: -4; GSTO1 counter: 1; LYPLA1 counter: 0; PME-1 inh: 1; PAFAH1B3 inh: 3; pPAFAH inh: 0; PAFAH1B2 inh: -4; PAFAH2 inh: 2; PAD4 FP inh: -1

Results for COc1ccc2c(c1)O[C@H](c1ccc3c(c1)OCO3)[C@@H](OC(=O)Nc1cc(OC)c(OC)c(OC)c1)C2=O ?
Fam108B inh: -1; GSTO1 counter: 6; LYPLA1 counter: -7; PME-1 inh: 1; pPAFAH inh: 6; PAD4 FP inh: 4

How did O=S1(=O)c2ccccc2N=NN1Cc1ccc(Cl)cc1 do in these assays?
Fam108B inh: 4; GSTO1 counter: 11; LYPLA1 counter: -3; PME-1 inh: 4; PAFAH1B3 inh: 11; pPAFAH inh: 23; PAFAH1B2 inh: 10; PAFAH2 inh: 15; PAD4 FP inh: 1

How did CCC/C(C#Cc1ccc(N(C)C)cc1)=C1/c2ccccc2C(=O)N1c1ccccc1 do in these assays?
PAFAH1B3 inh: -3; pPAFAH inh: -1; PAFAH1B2 inh: -8; PAFAH2 inh: -15; PAD4 FP inh: 2

How did CCOc1cc(N2CCOCC2)c(OCC)cc1NC(=O)Cc1ccccc1 do in these assays?
Fam108B inh: 0; GSTO1 counter: 3; LYPLA1 counter: 0; PME-1 inh: 4; PAFAH1B3 inh: 5; pPAFAH inh: 9; PAFAH1B2 inh: 2; PAFAH2 inh: 3; PAD4 FP inh: -2

Results for Cc1ccc(-c2nnc(N(C)C(=O)c3cccnc3)s2)cn1 ?
Fam108B inh: -2; GSTO1 counter: -3; LYPLA1 counter: 1; PME-1 inh: -1; PAFAH1B3 inh: -3; pPAFAH inh: 5; PAFAH1B2 inh: -4; PAFAH2 inh: 7; PAD4 FP inh: 0

How did O=C(COc1ccc(Br)cc1)N1CCNC1=O do in these assays?
Fam108B inh: 4; GSTO1 counter: -3; LYPLA1 counter: 2; PME-1 inh: -3; PAFAH1B3 inh: 4; pPAFAH inh: 1; PAFAH1B2 inh: 1; PAFAH2 inh: 4; PAD4 FP inh: -1

What do the screens show for `CCOC(=O)CN/C=C(\C#N)c1ccccc1`?
Fam108B inh: -1; GSTO1 counter: -3; LYPLA1 counter: -4; PME-1 inh: 3; PAFAH1B3 inh: 3; pPAFAH inh: 3; PAFAH1B2 inh: 0; PAFAH2 inh: 3; PAD4 FP inh: -2

How did O=C(COC(=O)Cc1ccsc1)NC(c1ccccc1)c1ccccc1 do in these assays?
Fam108B inh: -4; GSTO1 counter: 4; LYPLA1 counter: 1; PME-1 inh: 1; PAFAH1B3 inh: 5; pPAFAH inh: 22; PAFAH1B2 inh: 12; PAFAH2 inh: 5; PAD4 FP inh: -1

What do the screens show for `COc1ccc(-n2c(CCC(=O)O)ccc2-c2ccccc2)cc1`?
Fam108B inh: -2; GSTO1 counter: 11; LYPLA1 counter: -3; PME-1 inh: -4; PAFAH1B3 inh: -4; pPAFAH inh: 2; PAFAH1B2 inh: 9; PAFAH2 inh: 4; PAD4 FP inh: -7

What do the screens show for `CC(=O)Nc1ccc2nc(NC(=O)CN3CCOCC3)sc2c1`?
Fam108B inh: 0; GSTO1 counter: 3; LYPLA1 counter: -4; PME-1 inh: -5; PAFAH1B3 inh: 2; pPAFAH inh: -1; PAFAH1B2 inh: -2; PAFAH2 inh: -7; PAD4 FP inh: -2

What do the screens show for `Cc1ccc(CSCc2ccc(C(=O)NCCCN3CCOCC3)o2)cc1`?
Fam108B inh: 3; GSTO1 counter: 4; LYPLA1 counter: -3; PME-1 inh: 8; PAFAH1B3 inh: 5; pPAFAH inh: 10; PAFAH1B2 inh: 7; PAFAH2 inh: -3; PAD4 FP inh: 5

How did COc1ccc(-n2c(C)nc3sc4c(c3c2=O)CCCC4)cc1 do in these assays?
Fam108B inh: 0; GSTO1 counter: 0; LYPLA1 counter: -4; PME-1 inh: 4; pPAFAH inh: -2; PAD4 FP inh: -6

Results for COc1ccc(CCNC(=O)C2CCC(=O)N(C3CC3)C2)c(OC)c1 (centres undefined) ?
Fam108B inh: -2; GSTO1 counter: -5; LYPLA1 counter: 1; PME-1 inh: 0; PAFAH1B3 inh: 9; pPAFAH inh: 2; PAFAH1B2 inh: 6; PAFAH2 inh: -3; PAD4 FP inh: -3

Results for COc1cccc(CNC(=O)c2ccc(NC(=O)CC3SC(N4CCCC4)=NC3=O)cc2)c1 (centres undefined) ?
LYPLA1 counter: -3; PME-1 inh: -4; PAFAH1B3 inh: 10; pPAFAH inh: 2; PAFAH1B2 inh: 6; PAFAH2 inh: -6; PAD4 FP inh: 1

What do the screens show for `c1ccc(COc2ccc(OCCN3CCCC3)cc2)cc1`?
Fam108B inh: -8; GSTO1 counter: 5; LYPLA1 counter: 4; PME-1 inh: -5; PAFAH1B3 inh: 0; pPAFAH inh: -4; PAFAH1B2 inh: -4; PAFAH2 inh: -3; PAD4 FP inh: -1

Assay outcomes deposited in PubChem by The Scripps Research Institute Molecular Screening Center.

The list is partial, so the mix of outcomes need not match the whole.
